# Bioassay records as filed in PubChem BioAssay.
# Mcl1 Bid PPI – Mcl-1/Bid binding inhibitors, primary screen, biochemical, TR-FRET, 1536-well; TR-FRET Mcl-1/Bid-Dy647 peptide binding; inhibition, % at 21.7 µM; 0.97% of 220,000 active;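 active = compounds that cut the binding signal by more than half at the single screening dose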;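 also: His-tagged Mcl-1 with europium anti-His antibody binding Bid BH3 peptide; 0% = Mcl-1 plus peptide wells and 100% = peptide-only wells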
# Target sequence (Q07820 whole entry, looked up): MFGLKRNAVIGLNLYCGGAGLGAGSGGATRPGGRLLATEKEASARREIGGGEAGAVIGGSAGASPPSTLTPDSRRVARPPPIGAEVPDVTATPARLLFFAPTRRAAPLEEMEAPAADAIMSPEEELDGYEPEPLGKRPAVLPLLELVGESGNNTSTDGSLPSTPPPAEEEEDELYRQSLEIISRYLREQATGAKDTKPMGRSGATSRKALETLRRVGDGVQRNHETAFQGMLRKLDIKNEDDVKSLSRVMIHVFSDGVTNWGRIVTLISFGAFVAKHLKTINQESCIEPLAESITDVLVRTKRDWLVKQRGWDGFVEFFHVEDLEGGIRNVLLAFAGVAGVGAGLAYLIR
# Rab2 wt GTP – modulators of GTP binding to Rab2A wildtype, primary screen, biochemical, dog, bead-based flow cytometry, multiplex; GTP binding activity, % at 10 µM; GST-Rab2 wt beads, Bodipy-GTP binding; AID 760, 2007; 0.19% of 190,000 active;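 active = GTP binding activity at least 20 points away from 100%, either lowered or raised; inconclusive = signal likely due to the compound's own green fluorescence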;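 also: 0% = beads with excess unlabeled GTP and 100% = no-compound control corrected for plate trend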
# Mcl1-Noxa inh – Mcl-1/Noxa binding inhibitors, primary screen, biochemical, TR-FRET, 1536-well. Induced myeloid leukemia cell differentiation protein Mcl-1 (Homo sapiens), Q07820. TR-FRET Mcl-1/Noxa peptide binding, 2 h. inhibition, % at 21.7 µM. 1.5% of 220,000 active;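 active = compounds that cut the protein-peptide binding signal by more than 50% relative to plate controls in a single-dose test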;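 also: His-tagged Mcl-1 with rhodamine Noxa BH3 peptide and terbium anti-His antibody; 0% = Mcl-1 plus Noxa peptide wells and 100% = peptide-only wells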
# Rac1 act GTP bind – GTP binding modulators of activated mutant Rac1, primary screen, biochemical, bead-based flow cytometry, multiplex, fluorescent GTP. 0.11% of 190,000 active. AID 764, 2007. GST-Rac1 activated beads; actives lie on both sides; 100% means binding = to untreated wells. percent activity (GTP binding), % at 10 µM;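 active = GTP binding at least 20 percentage points away from the 100% baseline, in either direction, so actives lie on both sides; inconclusive = Compound likely fluorescent itself, or too few beads counted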
# Avidin fluor – green autofluorescence of compounds with avidin beads – biophysical, 488/530 nm, flow cytometry, artefact control, profiling panel. compound fluorescence 488/530 nm; hits give high values. 0.38% of 220,000 active. fluorescence (KMESF) at 10 µM. AID 1775, 2009; in the data active = fluorescence above about 47; also: inactives centre near 10
# Rac1 wt modul – wildtype Rac1 GTP binding modulators, primary screen, biochemical, GST-Rac1 beads, flow cytometry, multiplex | GTP binding activity (% of control), % at 10 µM | fluorescent GTP binding; actives lie on both sides; 0 = cold GTP competed, 100 = untreated | 0.27% of 190,000 active | Ras-related C3 botulinum toxin substrate 1 (Homo sapiens), P63000;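 active = GTP binding activity at least 20 points away from the 100% control level, either lower or higher; inconclusive = compound flagged as likely green fluorescent, judged across all proteins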
# HRas wt GTP bind – modulators of GTP binding to HRas wildtype, primary screen, biochemical, bead-based flow cytometry, multiplex; GST-Ras wt beads, Bodipy-FL-GTP binding; actives lie on both sides; GTP binding activity, % at 10 µM; 0.14% of 190,000 active;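 active = GTP binding activity at least 20% away from the 100% baseline, either lowered as inhibitor or raised as activator; inconclusive = flagged as likely green fluorescent, judged across all proteins in the well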;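 also: 0% = unlabeled GTP competition control and 100% = no-compound control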
# Target sequence (P01112 whole entry, looked up): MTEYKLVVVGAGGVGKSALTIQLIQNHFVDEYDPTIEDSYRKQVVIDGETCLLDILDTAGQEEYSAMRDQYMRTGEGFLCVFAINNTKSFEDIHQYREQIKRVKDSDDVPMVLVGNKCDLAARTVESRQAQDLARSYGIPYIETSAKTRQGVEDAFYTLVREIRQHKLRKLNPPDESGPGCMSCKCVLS
# Cdc42 wt – modulators of GTP binding to wildtype Cdc42, primary screen, biochemical, multiplex bead flow cytometry, Bodipy-GTP. Cell division control protein 42 homolog (Homo sapiens), P60953. GST-Cdc42 beads; actives lie on both sides. percent activity (GTP binding), % at 10 µM. 0.2% of 190,000 active;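 active = percent activity GTP binding at least 20 points away from the 100% baseline, either down as inhibitor or up as activator; inconclusive = compound flagged as likely green fluorescent from well-wide comparison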;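 also: median bead fluorescence of bound Bodipy-FL-GTP at 100 nM; 0% = excess unlabeled GTP control and 100% = no compound control; below 100% means less GTP binding so inhibitor and above means activator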
# Target sequence (P60953 whole entry, looked up): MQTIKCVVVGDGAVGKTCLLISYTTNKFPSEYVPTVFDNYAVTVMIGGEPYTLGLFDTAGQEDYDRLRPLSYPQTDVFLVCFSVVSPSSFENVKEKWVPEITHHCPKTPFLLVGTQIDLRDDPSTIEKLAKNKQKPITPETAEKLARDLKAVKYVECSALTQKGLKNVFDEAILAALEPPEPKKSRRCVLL
# GSH fluor – compound fluorescence on glutathione beads, profiling panel, artefact control, biophysical, 488/530 nm, flow cytometry; 0.25% of 190,000 active; AID 1776, 2009; GSH beads flow cytometry, compound fluorescence 488/530 nm; hits give high values; fluorescence (KMESF) at 10 µM; in the data active = fluorescence above about 89;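 also: glutathione beads carrying GST-tagged Bcl family fusion proteins plus one bare bead set; values are compound well signal with DMSO vehicle wells as background; inactives centre near 16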
# Pf gamet viab – late stage P. falciparum gametocyte viability inhibitors, primary screen, ATP luminescence, HTS; P. falciparum stage V gametocytes, 24 h; inhibition, % at 10.9 µM; 0.065% of 150,000 active; AID 743093, 2013;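 active = inhibition above the mean plus 3 SD of compounds within the control limits, set per campaign, cut at about 38% in these data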;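 also: 0% = DMSO wells and 100% = medium only without gametocytes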
# Rab7 wt GTP bind – modulators of GTP binding to Rab7, primary screen, biochemical, wildtype, multiplex bead flow cytometry. Rab7 GTPase wild type (dog), Bodipy-FL-GTP binding. GST-Rab7 beads, fluorescent GTP binding; actives lie on both sides; untreated = 100%, excess cold GTP = 0%. GTP binding activity (percent of control), % at 10 µM. 0.055% of 190,000 active. AID 758, 2007;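 active = fluorescent GTP binding to Rab7 beads changed by at least 20 points from the 100% baseline, either direction, mostly lower; inconclusive = compound itself probably fluorescent, or too few beads counted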;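 also: median green fluorescence of bound Bodipy-FL-GTP per Rab7 bead population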
# * marks the source's active call; other numbers are inactive results; ? = inconclusive; / = no result given. The order is random. About 3% of those tested had a hit in this group.
SMILES,Mcl1 Bid PPI,Rab2 wt GTP,Mcl1-Noxa inh,Rac1 act GTP bind,Avidin fluor,Rac1 wt modul,HRas wt GTP bind,Cdc42 wt,GSH fluor,Pf gamet viab,Rab7 wt GTP bind
CCN(CC)CCn1c(NCc2cccc(OC)c2OC)nc2ccccc21,-10,100,10,100,37,103,100,103,48,/,99
Nc1ccccc1SCc1cc([N+](=O)[O-])cc2c1OCOC2,-8,96,6,96,22,97,96,96,23,/,98
COc1ccc(NC(=S)NC2CC3CCCC(C2)N3C2CC2)cc1 (stereo not given),-66,99,3,95,9,99,99,95,11,20,103
Cc1ccc(NC(=O)CCC(=O)NNC(=O)NC23CC4CC(CC(C4)C2)C3)cc1C,-14,99,2,94,8,95,98,96,21,7,102
CCCSc1nc(C)c(-c2csc(C(C#N)=C3CCCC3)n2)cc1C#N,-39,99,40,97,7,97,99,98,22,/,99
CC(=O)/C(N=Nc1ccc2c(c1)OCCO2)=C(\C)O,-15,90,4,94,25,94,90,94,12,16,92
CCOC(=O)C1=C(O)/C(=C\c2cc(C)n(-c3ccccc3F)c2C)N=C1C,-21,102,-4,97,4,103,100,96,21,-2,106
COc1cccc(N2CCN(C3C4CC5CC(C4)CC3C5)CC2)c1 (stereo not given),13,102,20,101,10,104,103,104,12,/,104
CCCSCC(=O)Nc1ncc2c(n1)-c1ccccc1CC2,-18,95,27,99,11,103,100,100,13,-4,97
COc1ccccc1CN1C[C@@H]2C[C@@H](C3=Cc4cc(Cl)ccc4OC3)N3CCC[C@@]23C1=O,-4,99,18,93,3,94,97,96,10,-4,103
COc1cc(OC)cc(-c2nc(-c3ccc(Br)cc3)no2)c1,-5,94,9,92,4,93,94,93,35,/,92
CCC(C)NCCCOc1ccc(C)cc1OC (stereo not given),-8,99,19,96,9,101,99,98,16,-26,106
CNC(=S)N(CCc1c(C)[nH]c2ccc(C)cc12)Cc1ccc(OC)c(OC)c1,-6,100,5,100,/,104,102,100,18,/,97
O=C(O)c1ccccc1C(=O)NNc1ccc(F)cc1,-37,100,2,98,13,108,101,103,39,-6,100
COc1ccc(N2Cc3cccc(C(=O)NC(C)CCc4ccco4)c3C2=O)cc1 (stereo not given),-10,95,65*,95,3,95,95,96,18,/,97
CCC(/C=N/NC(=O)c1ccccc1F)CC,-18,98,12,98,9,104,98,102,14,21,101
Cc1ccc(NC(=O)c2oc3ccccc3c2NC(=O)c2ccc3c(c2)OCO3)cc1,1,93,2,93,12,91,95,93,14,1,99
O=C(CSCCc1ccccn1)Nc1ccc(Br)cn1,-26,94,-10,95,32,95,98,99,14,/,94
COc1cccc(C2CC(=O)Nc3cc4c(cc32)OCCO4)c1OC(C)C (stereo not given),2,99,24,100,27,104,101,101,15,/,98
O=C(CCNS(=O)(=O)c1cccs1)Nc1nccs1,-19,96,18,96,7,97,96,92,15,15,94
Cc1cc(C(=O)NCC(c2ccco2)N(C)C)no1 (stereo not given),-11,92,11,93,7,91,94,94,55,3,97
COc1ccc(OC)c(C2CC(=O)OC3=C2C(=O)CC(C)(C)C3)c1 (stereo not given),-24,100,-7,95,12,96,99,94,15,/,105
CCCCc1ccc(NC(=O)N[C@H](C(=O)O)C(C)CC)cc1 (stereo not given in full),-42,95,-1,95,5,97,96,95,5,/,95
CCCCN(C)CCC(=O)Nc1ccc2c(c1)CCC2,-1,99,11,97,14,105,99,97,13,3,108
CC(C)CC(=O)N1CCN(C(=O)c2cccc(F)c2)CC1,-39,97,20,98,23,97,99,100,11,/,98
CC(=O)Nc1cc(S(=O)(=O)Nc2ccccc2)c(C)cc1C,-15,95,13,94,25,92,96,95,11,12,96
CC(=O)c1c(N2CCCC2)[nH]c(-c2ccccc2)nc1=S,14,100,21,99,6,103,102,100,44,13,100
O=C(Nc1ccccc1C(=O)NCc1cccnc1)c1ccco1,-18,98,-12,95,5,99,97,99,32,/,97
O=C(CSc1nnc(-c2ccccc2)n1Cc1ccccc1)N1CCOCC1,-4,97,8,98,37,99,99,100,14,/,97
CCCn1c(N)c(N2CCCCC2)c(=O)n(CC(=O)Nc2ccccc2C)c1=O,-38,98,2,99,38,99,99,98,26,/,97
O=C(COC(=O)COc1ccccc1)Nc1ccc(OC(F)(F)F)cc1,-9,98,-3,97,8,99,97,97,13,/,96
CC(=O)N(NC(=O)c1ccccc1Cl)C1CC(=O)N(c2ccc(C)cc2)C1=O (stereo not given),-11,107,0,101,13,106,106,108,62,/,100
CC(C)CCNC(=S)Nc1ccccn1,-80,101,-4,104,7,101,100,101,20,-14,96
CCCCCCC(=O)Nc1ccc(Cl)cn1,-6,99,2,97,9,100,101,104,11,/,97
C=CCNC(=O)C1CCN(c2ccc(S(=O)(=O)N3CCOCC3)cc2Cl)CC1,-11,93,12,91,13,93,93,91,11,2,96
COC(=O)c1ccccc1NC(=S)NC(=O)COc1ccccc1Cl,-46,104,8,101,11,101,104,105,22,-11,98

# Taken from the entries so far, 10 compounds:
SMILES,Mcl1 Bid PPI,Rab2 wt GTP,Mcl1-Noxa inh,Rac1 act GTP bind,Avidin fluor,Rac1 wt modul,HRas wt GTP bind,Cdc42 wt,GSH fluor,Pf gamet viab,Rab7 wt GTP bind
CCCSCC(=O)Nc1ncc2c(n1)-c1ccccc1CC2,-18,95,27,99,11,103,100,100,13,-4,97
COc1ccccc1CN1C[C@@H]2C[C@@H](C3=Cc4cc(Cl)ccc4OC3)N3CCC[C@@]23C1=O,-4,99,18,93,3,94,97,96,10,-4,103
COc1cc(OC)cc(-c2nc(-c3ccc(Br)cc3)no2)c1,-5,94,9,92,4,93,94,93,35,/,92
CCC(C)NCCCOc1ccc(C)cc1OC (stereo not given),-8,99,19,96,9,101,99,98,16,-26,106
CNC(=S)N(CCc1c(C)[nH]c2ccc(C)cc12)Cc1ccc(OC)c(OC)c1,-6,100,5,100,/,104,102,100,18,/,97
O=C(O)c1ccccc1C(=O)NNc1ccc(F)cc1,-37,100,2,98,13,108,101,103,39,-6,100
COc1ccc(N2Cc3cccc(C(=O)NC(C)CCc4ccco4)c3C2=O)cc1 (stereo not given),-10,95,65*,95,3,95,95,96,18,/,97
CCC(/C=N/NC(=O)c1ccccc1F)CC,-18,98,12,98,9,104,98,102,14,21,101
Cc1ccc(NC(=O)c2oc3ccccc3c2NC(=O)c2ccc3c(c2)OCO3)cc1,1,93,2,93,12,91,95,93,14,1,99
O=C(CSCCc1ccccn1)Nc1ccc(Br)cn1,-26,94,-10,95,32,95,98,99,14,/,94

# Later entries:
SMILES,Mcl1 Bid PPI,Rab2 wt GTP,Mcl1-Noxa inh,Rac1 act GTP bind,Avidin fluor,Rac1 wt modul,HRas wt GTP bind,Cdc42 wt,GSH fluor,Pf gamet viab,Rab7 wt GTP bind
COC(=O)c1ccc2c(=O)n(CC3CCCO3)c(SCC(=O)NCCc3ccc(S(N)(=O)=O)cc3)nc2c1 (stereo not given),10,100,-1,96,7,102,99,100,13,/,99
Nc1nc2c(ncn2COCCO)c(=O)[nH]1,0,99,15,97,11,99,99,101,21,/,92
Cc1noc(NS(=O)(=O)c2ccc(N/C=C\C(=O)c3ccc(Br)cc3)cc2)c1C,-19,88,39,90,12,91,91,88,11,-16,91
CCSc1nnc(NC(=O)[C@@H](NC(=O)c2ccc(C(C)(C)C)cc2)C(C)C)s1,14,93,15,98,1,98,96,96,18,-21,92
Cc1ccc(-c2cc(C(=O)Nc3cc(C(=O)O)ccc3C)c3ccccc3n2)cc1,-24,95,16,94,5,99,94,96,12,11,92
COc1ccc(CCNC(=O)C2CC(=O)N(C3CCCCCCC3)C2)cc1OC (stereo not given),10,92,10,93,40,93,95,94,11,-15,95
Cc1noc(C)c1C(=O)N1CCN(S(=O)(=O)c2ccc(F)cc2)CC1,2,99,-3,98,11,103,98,99,15,3,97
CON(C)S(=O)(=O)c1ccc2c(c1)NC(=O)C1CCCN21 (stereo not given),-33,99,15,98,35,103,103,104,13,6,99
CCN(C(=O)CSc1nnc(-c2ccncc2)n1-c1ccccc1)C1CCS(=O)(=O)C1 (stereo not given),-13,99,-4,94,13,100,96,97,13,-6,105
COC(=O)c1ccc(CN(C(C)=O)c2ccccc2)o1,-5,102,-6,99,10,102,100,101,37,/,99
O=c1c2ccccc2nnn1Cc1nnc(-c2ccccc2Br)o1,-13,103,8,100,9,108,105,101,13,-10,105
CSCCC(=O)Nc1cc(S(=O)(=O)N2CCOCC2)ccc1N1CCN(C)CC1,-14,?,-9,?,26,?,?,?,10,14,?
C/C(=N\NC(=O)Nc1ccccc1)c1ccccc1,12,100,8,99,13,103,101,104,12,9,99
Cc1ccc(-n2ncc(C(=O)Nc3cc(Cl)ccc3Cl)c2C2CCNCC2)cc1,-23,96,18,98,10,103,95,99,11,24,97
COc1ccc(C2C(C#N)=C(N)N3C(=C2C#N)Sc2ccccc23)cc1 (stereo not given),5,99,21,101,8,105,101,103,5,/,98
Cc1cc(C)nc(SCCS(=O)(=O)Cc2ccc(Cl)cc2)n1,-12,99,-1,100,21,102,101,99,22,/,99
CN1CCN(S(=O)(=O)c2cccs2)CC1,-20,97,6,94,10,96,96,98,14,/,97
Cc1ccc(CN2C(=O)CCC2C(=O)NC2CCCC2)cc1 (stereo not given),-15,100,-10,99,9,102,101,99,11,/,103
